Source: PubChem
CHOP inh: inhibitors of CHOP promoter induction, primary screen, cell-based, unfolded protein response, luciferase reporter. 220,000 tested, 3.8% active. inhibition, % at 10 µM. CHO-K1 CHOP-promoter luciferase, tunicamycin-induced, 15-18 h;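 active means compounds that reduced the stress-induced luciferase reporter signal by more than about 70% of percent inhibition, limit read from the data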;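 further: 0% = tunicamycin plus vehicle and 100% = wells without tunicamycin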
TRPML3 ag: human TRPML3 channel agonists, primary screen, cell-based, HEK293 TRPML3-YFP, Fluo-8 calcium fluorescence, 3 µM; AID 1448, 2008; 220,000 tested, 0.29% active; Mucolipin-3 (Homo sapiens), Q8TDD5; activation, % at 3 µM; 100% = the carbachol control signal;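 active means activation above its plate's cutoff, the mean activation of the plate's test wells plus 3 SD, cut at about 12% in these data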;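 further: 0% = DMSO only wells and 100% = carbachol wells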
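Test system: TRPML3-YFP stable HEK293 cells. Doses: single point at 3 µM. Incubation: dye loading 1 h 37 °C then 30 min ambient, 125 s read. Signal: Fluo-8 calcium dye fluorescence, ex 470-495, em 515-575 nm. Measure: percent activation from peak-to-basal fluorescence ratio, scaled between DMSO and carbachol.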
zfTRPN1 agonist: zebrafish TRPN1 channel agonists, primary screen, cell-based, HEK293, calcium fluorescence; activation, % at 3 µM; 220,000 tested, 0.18% active; HEK293 zebrafish TRPN1-YFP, Fluo-8 calcium fluorescence; 100% = response to 87 µM carbachol;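 active means activation above its plate's cutoff, the mean activation of test wells on that plate plus 3 SD, cut at about 19% in these data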;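 further: 0% = DMSO alone and 100% = 87 µM carbachol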
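Material: zebrafish TRPN1-YFP in HEK293 cells; Doses: single test compound dose, 3 µM nominal, 0.3% DMSO; Timing: dye loading 1 h at 37 °C, then 30 min room temperature; Technique: intracellular calcium fluorescence with Fluo-8; Benchmarks: high carbachol 87 µM, low DMSO alone.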
Ba/F3 V617F tox: reduced viability of JAK2V617F-dependent Ba/F3 cells, primary screen, JAK2V617F inhibitor project, cell-based, Ba/F3 EpoR-JAK2V617F, luminescence. ATP luminescence. inhibition, % at 5.6 µM. 220,000 tested, 1.1% active. AID 1446, 2008;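 active means inhibition above the campaign mean plus 3 SD over all tested compounds, cut at about 24% in these data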;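 further: cytokine-independent growth of Ba/F3 cells driven by EpoR plus mutant JAK2; 0% = DMSO-treated cells and 100% = JAK inhibitor I control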
PPC-1+TRAIL kill: compounds killing PPC-1 cancer cells with TRAIL present, primary screen, TRAIL potentiator project, ATPLite luminescence, uHTS; PPC-1 cells + TRAIL, ATPLite viability luminescence; AID 1443, 2008; cell killing (% activity), % at 4 µM; 220,000 tested, 0.41% active;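 active means cell killing above 50% in the first pass at 4 µM, then a duplicate retest at 5 µM averaging 50% or more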;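 further: plate controls were cells with TRAIL plus DMSO for no effect and medium-only wells lacking cells for full effect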
RBBP9 inh: human RBBP9 inhibitors, primary screen, biochemical, fluorescence polarization, FP-Rh probe, HTS; Serine hydrolase RBBP9 (Homo sapiens), O75884; recombinant RBBP9; inhibition, % at 7.94 µM; 220,000 tested, 0.2% active;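 active means inhibition above the campaign mean of all tested compounds plus 3 SD, cut at about 14% in these data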;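 further: plate controls were DMSO wells with RBBP9 for no effect and wells lacking RBBP9 protein for full effect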
Target sequence (O75884 whole entry, looked up): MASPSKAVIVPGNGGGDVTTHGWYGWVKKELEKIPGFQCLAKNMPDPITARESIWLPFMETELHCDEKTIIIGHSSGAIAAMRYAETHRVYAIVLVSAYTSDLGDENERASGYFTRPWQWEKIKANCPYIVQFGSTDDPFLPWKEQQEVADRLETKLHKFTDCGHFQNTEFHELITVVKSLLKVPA
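Measured by: FP readout at 525/598 nm; material: recombinant human RBBP9; also added: Serine-hydrolase probe FP-Rh, 375 nM pre-mixing; medium: Tris buffer pH 8.0, NaCl, Pluronic; replication: one well per compound; doses: one concentration, 7.94 µM nominal, 0.794% DMSO; timing: preincubation 30 min plus labeling 45 min at 25 °C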
Wee1 degr inh: Wee1 degradation inhibitors, primary screen, cell-based, HeLa, Wee1K328M-luciferase, luminescence; Wee1-like protein kinase (Homo sapiens), P30291; HeLa Luc-Wee1K328M stability; 100% = proteasome inhibitor MG132 effect; reporter increase, % at 5 µM; 220,000 tested, 1.2% active; AID 1321, 2008;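 active means activation above the mean of all tested compounds plus 3 SD, set per screening run, cut at about 8.8% in these data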;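 further: cells exposed to compound for 20 h before luminescence read; 0% = DMSO alone and 100% = MG132 at 30 µM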
Target sequence (P30291 whole entry K328M): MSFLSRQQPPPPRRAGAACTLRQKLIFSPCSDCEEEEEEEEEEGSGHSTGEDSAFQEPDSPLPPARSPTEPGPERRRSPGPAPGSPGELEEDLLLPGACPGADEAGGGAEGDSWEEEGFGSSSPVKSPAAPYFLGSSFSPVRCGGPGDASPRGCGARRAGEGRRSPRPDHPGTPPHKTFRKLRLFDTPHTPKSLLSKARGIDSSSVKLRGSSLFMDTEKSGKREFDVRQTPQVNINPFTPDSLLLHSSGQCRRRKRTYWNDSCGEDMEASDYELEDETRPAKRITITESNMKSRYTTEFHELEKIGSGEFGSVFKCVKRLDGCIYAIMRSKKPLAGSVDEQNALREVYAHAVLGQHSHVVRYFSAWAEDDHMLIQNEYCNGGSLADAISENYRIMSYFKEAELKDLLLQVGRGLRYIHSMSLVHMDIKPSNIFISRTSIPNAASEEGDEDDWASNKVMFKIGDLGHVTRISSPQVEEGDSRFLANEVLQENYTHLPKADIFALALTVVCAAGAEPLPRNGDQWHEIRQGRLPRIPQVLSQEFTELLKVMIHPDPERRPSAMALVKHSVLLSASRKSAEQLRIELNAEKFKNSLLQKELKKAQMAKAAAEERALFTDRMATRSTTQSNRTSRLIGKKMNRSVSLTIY
TNF death inh: inhibitors of TNF-alpha triggered necroptosis, primary screen, cell-based, Jurkat FADD-/-, single concentration | Jurkat FADD-/- TNF necroptosis rescue, ATP luminescence, 24 h; 0 = TNF only, 100 = no-TNF cells | activation (protection from cell death), % at 10 µM | 220,000 tested, 0.068% active | AID 463075, 2010;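 active means activation, meaning protection from cell death, of at least 50% relative to plate controls; inactive means activation below 50%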;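 further: necroptosis triggered by 40 ng/mL TNF-alpha added together with compound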
BaF3 parental: parental Ba/F3 cell viability inhibition, counter-screen for JAK2V617F inhibitor project, murine pro-B, CellTiter-Glo luminescence. 220,000 tested, 1.1% active. CellTiter-Glo ATP luminescence. inhibition, % at 5.6 µM. AID 1486, 2009;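 active means inhibition above a per-campaign cutoff, the mean inhibition of all tested compounds plus 3 SD, cut at about 27% in these data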;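 further: 0% = DMSO wells and 100% = JAK Inhibitor I control wells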
* hit, by the source's call.

What do the screens show for `COC(=O)CC1C(=O)NCCN1C(=O)CSc1nnc(Nc2ccc(OC)cc2)s1` (centres undefined)?
CHOP inh: 19; TRPML3 ag: 0.2; zfTRPN1 agonist: 0.7; Ba/F3 V617F tox: 1; PPC-1+TRAIL kill: 24; RBBP9 inh: -6; Wee1 degr inh: -1; TNF death inh: -1.1; BaF3 parental: 5

What do the screens show for `CC1CCN(C(=O)c2ccc3c(c2NCCO)C(=O)c2ccccc2C3=O)CC1`?
CHOP inh: 20; TRPML3 ag: -0.8; zfTRPN1 agonist: 1.1; Ba/F3 V617F tox: 2; PPC-1+TRAIL kill: 5; RBBP9 inh: -5; Wee1 degr inh: 1; TNF death inh: -5.2; BaF3 parental: 0

What do the screens show for `O=c1/c(=C\c2ccc(O)cc2)sc2n1C(c1ccccc1)C(c1ccccc1)=NN=2` (centres undefined)?
CHOP inh: 24; TRPML3 ag: 0.3; zfTRPN1 agonist: 0.0; Ba/F3 V617F tox: 0; PPC-1+TRAIL kill: 16; RBBP9 inh: -1; Wee1 degr inh: 4; TNF death inh: -10; BaF3 parental: -1

How did O=C(NCc1ccccc1)c1nc2c(nnn2Cc2cccc(Cl)c2)c(=O)[nH]1 do in these assays?
CHOP inh: 2; TRPML3 ag: -0.2; zfTRPN1 agonist: -0.6; Ba/F3 V617F tox: 3; PPC-1+TRAIL kill: 24; RBBP9 inh: -10; Wee1 degr inh: 2; TNF death inh: -1.7; BaF3 parental: 4

Results for O=C(Cn1c(=O)c(=O)n(Cc2ccccc2)c2ccc(Cl)cc21)NCC1CCCO1 (centres undefined) ?
CHOP inh: 6; TRPML3 ag: 0.3; zfTRPN1 agonist: 0.9; Ba/F3 V617F tox: -1; PPC-1+TRAIL kill: 38; RBBP9 inh: -4; Wee1 degr inh: -2; TNF death inh: 0.9; BaF3 parental: 2

Results for O=C(O)/C=C\C(=O)NCc1ccccc1 ?
CHOP inh: 14; TRPML3 ag: 0.9; zfTRPN1 agonist: 1.1; Ba/F3 V617F tox: -1; PPC-1+TRAIL kill: 13; RBBP9 inh: -8; Wee1 degr inh: 1; TNF death inh: -0.6; BaF3 parental: 7

Results for Nc1cccnc1Oc1ccc(F)cc1 ?
CHOP inh: -4; TRPML3 ag: 0.8; zfTRPN1 agonist: 1.1; Ba/F3 V617F tox: -5; PPC-1+TRAIL kill: -7; RBBP9 inh: -10; Wee1 degr inh: 1; TNF death inh: 4.3; BaF3 parental: -1

What do the screens show for `Cc1nc(-c2ccc(S(=O)(=O)NCc3cccnc3)s2)cs1`?
CHOP inh: 4; TRPML3 ag: 1.4; zfTRPN1 agonist: 6.3; Ba/F3 V617F tox: 3; PPC-1+TRAIL kill: 6; RBBP9 inh: -9; Wee1 degr inh: -1; TNF death inh: -2.6; BaF3 parental: 4

Results for C=C(C)COc1ccc(-c2[nH]ncc2-c2ccccc2OC)c(O)c1 ?
CHOP inh: 106*; TRPML3 ag: -0.1; zfTRPN1 agonist: -1.2; Ba/F3 V617F tox: -2; PPC-1+TRAIL kill: 2; RBBP9 inh: -4; Wee1 degr inh: 0; TNF death inh: -5.0; BaF3 parental: 2

What do the screens show for `O=C1NC2=C(CCc3ccccc32)C(c2ccc(Br)cc2)N1` (centres undefined)?
CHOP inh: 39; TRPML3 ag: 0.1; zfTRPN1 agonist: -1.1; Ba/F3 V617F tox: -2; PPC-1+TRAIL kill: 3; RBBP9 inh: 0; Wee1 degr inh: -2; TNF death inh: -2.8; BaF3 parental: 1

How did CCCC(=O)N1c2ccc(-c3csc(N)n3)cc2CC1C (centres undefined) do in these assays?
CHOP inh: 12; TRPML3 ag: -0.8; zfTRPN1 agonist: 0.9; Ba/F3 V617F tox: -1; PPC-1+TRAIL kill: 28; RBBP9 inh: -1; Wee1 degr inh: -2; TNF death inh: -2.5; BaF3 parental: 1

Results for CCOc1ccccc1NC(=O)CN(c1cc(C)cc(C)c1)S(=O)(=O)c1c(C)noc1C ?
CHOP inh: 72*; TRPML3 ag: 1.2; zfTRPN1 agonist: 1.9; Ba/F3 V617F tox: -4; PPC-1+TRAIL kill: 2; RBBP9 inh: 0; Wee1 degr inh: -1; TNF death inh: 1.1; BaF3 parental: 7

Results for COC(=O)c1[nH]c2cccc(OC)c2c1NC(=O)CN1CC2(C)CC1CC(C)(C)C2 (centres undefined) ?
CHOP inh: -1; TRPML3 ag: -0.5; zfTRPN1 agonist: 1.9; Ba/F3 V617F tox: -1; PPC-1+TRAIL kill: 12; RBBP9 inh: -4; Wee1 degr inh: -1; TNF death inh: 0.6; BaF3 parental: 7

How did CC(C)[C@H](NC(=O)[C@H](CCCN=C(N)N)NC(=O)NC(Cc1ccccc1)C(=O)O)C(=O)NC(C=O)CCCN=C(N)N (some centres undefined) do in these assays?
CHOP inh: 41; TRPML3 ag: 1.3; zfTRPN1 agonist: 0.6; Ba/F3 V617F tox: 2; PPC-1+TRAIL kill: 26; RBBP9 inh: -6; Wee1 degr inh: -1; TNF death inh: 1.1; BaF3 parental: 9

Results for CC(=O)Nc1ccc(N(C(=O)CNC(=O)c2ccco2)C(C(=O)NCC2CCCO2)c2ccccc2)cc1 (centres undefined) ?
CHOP inh: -7; TRPML3 ag: 0.8; zfTRPN1 agonist: 0.3; Ba/F3 V617F tox: 3; PPC-1+TRAIL kill: -3; RBBP9 inh: -2; Wee1 degr inh: 2; TNF death inh: 0.7; BaF3 parental: 10

Results for NC(=O)CSc1nc(O)cc(=O)n1-c1ccccc1 ?
CHOP inh: 22; TRPML3 ag: 0.3; zfTRPN1 agonist: 1.3; Ba/F3 V617F tox: 3; PPC-1+TRAIL kill: 26; RBBP9 inh: -10; Wee1 degr inh: 8; TNF death inh: -0.4; BaF3 parental: 3

How did C=CCn1c(=N)n(CC(=O)c2ccc(Br)s2)c2ccccc21 do in these assays?
CHOP inh: 1; TRPML3 ag: 0.8; zfTRPN1 agonist: -1.9; Ba/F3 V617F tox: 4; PPC-1+TRAIL kill: 6; RBBP9 inh: -16; Wee1 degr inh: 0; TNF death inh: 4.8; BaF3 parental: 5

Results for CCOC(=O)c1nnn(CC(=O)Nc2cc(F)ccc2F)c1C(=O)OCC ?
CHOP inh: 6; TRPML3 ag: 0.2; zfTRPN1 agonist: 2.1; Ba/F3 V617F tox: 0; PPC-1+TRAIL kill: 19; RBBP9 inh: -9; Wee1 degr inh: -1; TNF death inh: 1.5; BaF3 parental: 3

What do the screens show for `Cc1ccc(C)c2c1cc(C)c1nnc(SCC(=O)Nc3nc4c(s3)CCCC4)n12`?
CHOP inh: 20; TRPML3 ag: 1.1; zfTRPN1 agonist: 1.5; Ba/F3 V617F tox: 1; PPC-1+TRAIL kill: 23; RBBP9 inh: 6; Wee1 degr inh: -1; TNF death inh: -0.8; BaF3 parental: 8

What do the screens show for `C=CCN1C(=O)N(c2ccc(F)cc2)C(=O)C1CC(=O)Nc1ccc(Cl)cc1` (centres undefined)?
CHOP inh: -8; TRPML3 ag: 0.9; zfTRPN1 agonist: 3.1; Ba/F3 V617F tox: 1; PPC-1+TRAIL kill: 3; RBBP9 inh: -9; Wee1 degr inh: 1; TNF death inh: 4.8; BaF3 parental: 0

How did COCCNC(=O)c1onc(CSc2ccccc2C)c1C(=O)O do in these assays?
CHOP inh: 16; TRPML3 ag: -0.2; zfTRPN1 agonist: 0.3; Ba/F3 V617F tox: 1; PPC-1+TRAIL kill: 4; RBBP9 inh: -6; Wee1 degr inh: -3; TNF death inh: -1.2; BaF3 parental: 3

What do the screens show for `Cc1nn(C)cc1C1C(C#N)=C(N)N(c2ccc(F)c([N+](=O)[O-])c2)C2=C1C(=O)CCC2` (centres undefined)?
CHOP inh: -10; TRPML3 ag: 0.3; zfTRPN1 agonist: 1.3; Ba/F3 V617F tox: -6; PPC-1+TRAIL kill: 18; RBBP9 inh: 2; Wee1 degr inh: -3; TNF death inh: -2.7; BaF3 parental: -4

How did O=C(c1cc(-c2ccncc2)nc2ccc(Br)cc12)N1CCN(c2ccccn2)CC1 do in these assays?
CHOP inh: 29; TRPML3 ag: 1.6; zfTRPN1 agonist: 0.6; Ba/F3 V617F tox: -1; PPC-1+TRAIL kill: 25; RBBP9 inh: 0; Wee1 degr inh: 6; TNF death inh: -4.6; BaF3 parental: 5

How did COC(=O)c1ccccc1S(=O)(=O)C(C)(C)C do in these assays?
CHOP inh: -11; TRPML3 ag: 0.9; zfTRPN1 agonist: -1.3; Ba/F3 V617F tox: -3; PPC-1+TRAIL kill: 18; RBBP9 inh: -9; Wee1 degr inh: -1; TNF death inh: -1.7; BaF3 parental: 3

Random excerpt: 3 entries already listed, in no set order.
How did O=C(NCc1ccccc1)c1nc2c(nnn2Cc2cccc(Cl)c2)c(=O)[nH]1 do in these assays?
CHOP inh: 2; TRPML3 ag: -0.2; zfTRPN1 agonist: -0.6; Ba/F3 V617F tox: 3; PPC-1+TRAIL kill: 24; RBBP9 inh: -10; Wee1 degr inh: 2; TNF death inh: -1.7; BaF3 parental: 4

How did C=CCn1c(=N)n(CC(=O)c2ccc(Br)s2)c2ccccc21 do in these assays?
CHOP inh: 1; TRPML3 ag: 0.8; zfTRPN1 agonist: -1.9; Ba/F3 V617F tox: 4; PPC-1+TRAIL kill: 6; RBBP9 inh: -16; Wee1 degr inh: 0; TNF death inh: 4.8; BaF3 parental: 5

What do the screens show for `O=C1NC2=C(CCc3ccccc32)C(c2ccc(Br)cc2)N1` (centres undefined)?
CHOP inh: 39; TRPML3 ag: 0.1; zfTRPN1 agonist: -1.1; Ba/F3 V617F tox: -2; PPC-1+TRAIL kill: 3; RBBP9 inh: 0; Wee1 degr inh: -2; TNF death inh: -2.8; BaF3 parental: 1
